Screening results deposited in PubChem BioAssay by several laboratories.
Hsp90 block – tumor Hsp90 inhibitors, primary screen, cell lysate, fluorescence polarization, NCI-N417 lysate. Cy3B-geldanamycin FP displacement. inhibition, % at 30 µM. hit rate 0.35% among 64,000;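 active = inhibition above 50%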;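 note: 0% = tracer plus lysate wells and 100% = tracer alone without lysate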
D1 mod – D1 CRE-luciferase signal change, two-sided – cell-based, HEK293 D1, dopamine EC30, D1 allosteric modulator project, primary screen. dopamine EC30 potentiation; actives deviate in either direction. hit rate 5.9% among 58,000. B-score at 10 µM;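 active = luminescence count or its row- and column-corrected plate score outside the 99.7% band of the plate's sample wells, on either side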
Target sequence (P21728 whole entry, looked up): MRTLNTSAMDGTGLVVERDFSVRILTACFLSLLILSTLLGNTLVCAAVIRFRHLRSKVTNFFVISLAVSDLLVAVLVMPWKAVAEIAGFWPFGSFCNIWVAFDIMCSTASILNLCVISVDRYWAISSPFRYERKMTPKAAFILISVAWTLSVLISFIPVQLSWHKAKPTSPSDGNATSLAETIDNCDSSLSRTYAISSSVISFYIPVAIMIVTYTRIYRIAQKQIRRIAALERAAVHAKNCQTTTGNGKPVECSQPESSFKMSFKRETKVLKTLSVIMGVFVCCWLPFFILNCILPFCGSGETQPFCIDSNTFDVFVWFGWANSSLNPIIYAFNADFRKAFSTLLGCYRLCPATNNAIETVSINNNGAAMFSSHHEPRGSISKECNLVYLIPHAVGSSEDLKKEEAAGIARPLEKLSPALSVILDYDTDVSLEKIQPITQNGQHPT
Cdc25B inh – inhibitors of Cdc25B phosphatase catalytic domain, primary screen, biochemical, OMFP fluorescence. M-phase inducer phosphatase 2 (Homo sapiens), P30305. recombinant Cdc25B, OMFP fluorescence Ex485/Em525. inhibition, %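 (compounds tested at 10 µM final in the well)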. hit rate 0.1% among 65,000. AID 368, 2006; in the data active = inhibition above about 50%
Target sequence (P30305 whole entry, looked up, the tested form may be a part): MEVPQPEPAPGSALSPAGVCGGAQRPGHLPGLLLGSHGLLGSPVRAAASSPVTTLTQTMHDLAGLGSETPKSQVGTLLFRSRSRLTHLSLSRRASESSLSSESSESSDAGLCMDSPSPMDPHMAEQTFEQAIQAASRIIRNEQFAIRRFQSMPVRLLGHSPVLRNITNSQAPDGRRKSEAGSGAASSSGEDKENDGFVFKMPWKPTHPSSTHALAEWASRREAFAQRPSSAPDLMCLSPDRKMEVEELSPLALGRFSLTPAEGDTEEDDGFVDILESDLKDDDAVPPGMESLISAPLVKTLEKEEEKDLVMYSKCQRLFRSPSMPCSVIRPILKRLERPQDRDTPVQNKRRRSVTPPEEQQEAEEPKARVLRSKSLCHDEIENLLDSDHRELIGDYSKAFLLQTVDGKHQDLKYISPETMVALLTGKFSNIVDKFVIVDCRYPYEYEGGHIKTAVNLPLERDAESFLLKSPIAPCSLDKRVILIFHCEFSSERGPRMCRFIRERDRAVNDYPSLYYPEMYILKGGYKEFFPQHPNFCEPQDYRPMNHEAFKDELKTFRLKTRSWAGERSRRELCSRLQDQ
AP ELISA ortho – alternative complement pathway inhibitors, primary screen, biochemical, ELISA, human serum, orthogonally pooled compounds | hit rate 0.08% among 62,000 | inhibition, % at 5 µM | LPS-coated ELISA, C3 deposition; tested in compound mixtures;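 active = inhibition above 30% in each of the two pooled mixtures holding the compound, so the lower value exceeds 30%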;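 note: 0% = serum in Mg-EGTA without compound and 100% = EDTA serum blank; some compounds past the cut are filed as inactive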
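Test system: human serum complement alternative pathway, C3 deposition onto LPS / Medium: Mg2+-EGTA GVB++ buffer containing human serum at 1:15 dilution / Probe or stimulus: Plate-bound LPS / Times: 1 h at 37 °C / Signal: ELISA with HRP anti-human C3 antibody, TMB substrate, absorbance 450 nm / Measure: percent inhibition / Repeats: two pool placements per compound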
tolC growth inh – growth inhibitors of E. coli tolC mutant, primary screen, strain BW25113 ΔtolC::kan, 384-well; hit rate 2.2% among 65,000; growth inhibition, % at 10 µM (by protocol); OD615; AID 573, 2007;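 active = growth inhibition at or above a cutoff equal to the mean over every tested compound plus 3 SD, cut at about 60% in these data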;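 note: growth measured after 20 h incubation at 37 °C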
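Assay system: tolC-deleted E. coli BW25113. Medium: kanamycin-containing LB broth (50 µg/mL). Dosing: 10 µM final, single dose. Timing: bacterial growth with compound for 20 h at 37 °C. Detection: A615 absorbance measurement. Read-out basis: growth inhibition in percent.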
CatB mixtures – cathepsin B inhibitors from pooled compounds, primary screen, biochemical, compound mixtures, AMC fluorescence; inhibition, %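 (ten-compound pools at 5 µM per compound and 50 µM total)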; hit rate 0.06% among 62,000; Purified cathepsin B, AMC dipeptide fluorescence; in the data active = inhibition above about 22%, passing the limit was not always enough; inconclusive = no clear call, values can overlap the other calls;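 note: 0% = enzyme without compound and 100% = no enzyme blank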
CatB inh – human cathepsin B inhibitors, primary screen, biochemical, fluorogenic substrate. P07858. purified cathepsin B, fluorescence. inhibition, %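 (tested at 10 µM)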. hit rate 0.1% among 63,000; in the data active = inhibition above about 21%;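 note: 0% = enzyme with no compound and 100% = no enzyme blank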
Ec RNAP inh – E. coli RNAP inhibitors, biochemical. E. coli RNA polymerase, fluorescence transcription assay. inhibition, %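 (tested at 10 µM)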. hit rate 0.2% among 62,000. AID 559, 2006; in the data active = inhibition above about 20%;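 note: 0% = enzyme without compound and 100% = no enzyme blank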
MKP-1 inh – MKP-1 phosphatase inhibitors, primary screen, biochemical, in vitro | Dual specificity protein phosphatase 1 (Homo sapiens), P28562 | recombinant MKP-1, OMFP hydrolysis fluorescence | inhibition, %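 (compounds tested at a single concentration somewhere between 10 and 100 µM)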 | hit rate 0.15% among 65,000;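 active = inhibition above about 50%, limit read from the data; inconclusive = inhibition over screen mean plus 3 SD, below that limit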;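 note: 0% = DMSO max control wells and 100% = wells with enzyme stopped by NaOH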
An asterisk follows results filed as active; ? = inconclusive; / = not tested or not shown.

structure	Hsp90 block	D1 mod	Cdc25B inh	AP ELISA ortho	tolC growth inh	CatB mixtures	CatB inh	Ec RNAP inh	MKP-1 inh
COC(=O)c1c(N)n(-c2cc(OC)cc(OC)c2)c2nc3ccccc3nc12	-7	3.3*	6	19	6	-4	-4	-17	18
O=C(CCN1C(=O)c2ccccc2C1=O)N1CCN(C(=O)c2ccccc2)CC1	-1	-0.21	-9	10	2	14	1	9	-8
CCOC(=O)c1ccccc1NC(=O)c1cc2sccc2n1C	-6	-0.13	7	14	-20	-4	3	-4	19
O=C(O)CN1CCNCC1	0	-0.83	-2	-3	-17	1	0	12	15
O=C1C2CCCN2C(c2ccccc2F)N1c1ccc(F)cc1 (stereo not drawn)	-1	-0.83	27	17	-18	6	2	9	4
COc1ccc(-n2c(=S)[nH]c3cc(C(=O)NCc4ccco4)ccc3c2=O)cc1OC	-5	-0.17	-11	13	-6	2	1	8	-5
COc1cccc(OCc2nc3ncc(Br)cc3[nH]2)c1	-4	-0.093	-1	10	-20	1	5	10	-8
Cn1c(SCC(=O)c2cc3ccccc3o2)nnc1-c1ccccc1	-1	0.86	3	17	4	8	0	7	-4
Cc1ccc(-c2nc(CS(=O)CC(=O)NCc3ccc(Cl)cc3)c(C)o2)cc1 (stereo not drawn)	2	-0.096	-12	12	-8	4	1	-2	32
CC(C)Oc1ccc(N2CC(C(=O)Nc3ccccc3F)CC2=O)cc1 (stereo not drawn)	3	-0.2	-8	4	-6	2	0	3	-5
O=C(c1cccnc1)N1CCN(C(=O)c2cccs2)CC1	-9	/	1	-4	-29	-2	/	/	3
CSc1ncc(Cl)c(C(=O)C(C#N)c2nc3c(C)cc(C)cc3c(=O)[nH]2)n1 (stereo not drawn)	-3	-0.022	8	30	96*	3	1	-1	?
Cc1occc1C(=O)n1nnc2ccccc21	-3	-0.49	-5	11	-6	-3	11	7	1
CC(C)Oc1ccc(/C(O)=C2/C(=O)C(=O)N(CCN3CCOCC3)C2c2ccccc2)cc1 (stereo not drawn)	-2	/	9	19	4	2	-3	12	-19
CCn1nc(NC(=O)c2cccnc2)c2cc3cccc(C)c3nc21	-4	-0.73	7	-11	-14	-1	-5	4	-19
CC(Nc1n[nH]c(=S)[nH]c1=O)C(=O)OCc1ccccc1 (stereo not drawn)	-3	0.078	-19	17	-2	4	9	/	-1
CCOC(=O)N1CCN(S(=O)(=O)c2ccc3c(c2)CCN3C(=O)C2CCC2)CC1	-3	3.3*	-11	21	19	5	-1	7	2
COc1ccc(-c2nnn(CC(=O)N(CCO)C(C(=O)NC3CCCC3)c3ccc(F)cc3)n2)cc1 (stereo not drawn)	-1	-0.26	-1	3	-7	6	3	10	-7
COC(=O)c1ccccc1NC(=O)c1nc2nc(C)cc(C)n2n1	1	-0.9	-5	11	2	0	1	4	18
COCCN(CC(=O)NCc1ccccc1)C(=O)CCC(=O)Nc1ccccn1	-2	0.072	-2	7	-5	4	5	13	6
COc1ccc(NC(=O)c2[nH]c(C)c(C(C)=O)c2C)cc1Cl	/	/	-11	20	4	-1	-1	-11	1
Cn1c(=O)c2c(nc(NCc3ccccc3)n2CC(=O)NCc2ccccc2)n(C)c1=O	4	-1.2	-5	/	0	/	/	/	9
O=C(OCC#CCSc1nc2ccccc2s1)c1ccco1	-3	-0.3	-3	1	46	3	3	6	-4
OCCN1CCN(CC(O)COc2ccc3c(c2)OCO3)CC1 (stereo not drawn)	-2	-0.09	-2	23	-13	3	1	1	-5
N#CCSc1nnc(-c2ccccc2)c(-c2ccccc2)n1	-2	1.4	-5	10	11	6	-3	11	-8
Nc1c(Nc2ccccc2)c2ccccc2oc1=O	3	-0.27	-1	-10	16	-6	-2	/	7
CCCCc1c(C)c2ccc(OCC(C)=O)cc2oc1=O	2	/	-16	/	10	/	-1	-11	-25
Cc1cc(NC(=O)COC(=O)C(Nc2ccc(C(F)(F)F)cc2Cl)C(C)C)no1 (stereo not drawn)	-2	0.041	-17	-2	91*	2	-2	3	-7
O=C(NCc1ccccc1)c1ccc(-c2ccccc2F)o1	0	0.0024	5	0	22	-5	5	4	10
COc1cccc(C(=O)OCC(=O)Nc2ccccc2N2CCOCC2)c1	3	-0.31	-6	-15	24	3	4	11	-9
O=C(NCCCn1ccnc1)c1cc2c(s1)CCCCC2	-9	0.41	1	-3	-12	0	5	4	-5
COc1nc(C)nc2c1sc(=S)n2C	-3	/	-7	13	-10	6	0	6	7
Fc1cccc(-c2cc3nc4c(c(N5CCC6(CC5)OCCO6)n3n2)CCCC4)c1	/	1.1	-11	2	28	2	6	-4	6
COC(=O)c1ccc(CSc2ncn[nH]2)o1	-5	-1	4	-18	1	2	0	-4	-1
CN1C(=S)SC(/[N+]([O-])=C\c2cccs2)C1(C)C (stereo not drawn)	0	-7.5*	4	12	-16	8	1	8	0
Cc1cc(=O)oc2cc(OCC(O)CN3CCN(c4ccccc4)CC3)ccc12 (stereo not drawn)	-6	/	-3	-9	10	4	6	11	-14
CCn1c(COc2ccccc2C)nnc1SCC(=O)CC(=O)Nc1ccccc1OC	-2	-0.64	6	11	19	4	-2	6	10
COC(=O)CN(C)C1CC(=O)N(c2ccc(Cl)cc2)C1=O (stereo not drawn)	0	-0.21	5	5	-22	-2	-1	-4	1
COc1ccc(CNC(=O)C2COc3ccccc3O2)cc1 (stereo not drawn)	-3	0.37	-9	9	-2	0	8	6	26
CC(=O)N1CCN(CCN=CC2=C(O)CC(c3ccco3)CC2=O)CC1 (stereo not drawn)	-2	-0.56	-2	2	-3	0	10	8	12
CCC(C)NC(=O)CSc1nnc(-c2ccncc2)n1-c1ccc(OC)cc1 (stereo not drawn)	-3	/	3	-5	-9	-3	0	5	-13
CCOC(=O)c1cccc(NC(=O)CS(=O)(=O)Cc2nc(-c3cccc(OC)c3)oc2C)c1	0	2.1	-16	0	2	0	3	6	17
CN(c1ccc(C(=O)NCCSC(C)(C)C)cc1)S(C)(=O)=O	-3	0.12	-2	3	-6	5	1	5	4
O=C(Cc1ccc(-n2cccc2)cc1)N1CCc2ccccc21	-1	0.057	2	8	-4	1	-5	6	2
COc1cccc(NC(=O)N(CCCN2CCOCC2)C(C)c2cc3cccc(OC)c3o2)c1 (stereo not drawn)	0	/	4	10	-6	3	-7	3	8
Cc1noc(C)c1COc1ccc(C(=O)OCc2nnc(-c3ccc(Cl)cc3)o2)cc1	-5	-0.89	-11	14	33	2	1	4	3
COC(=O)c1[nH]c(C)c(/C(O)=C2\C(=O)C(=O)N(CCCN3CCOCC3)C2c2ccccn2)c1C (stereo not drawn)	-4	-0.46	-7	4	-7	5	5	3	-1
COc1ccc(CCNC(=O)CSc2nnnn2-c2ccccc2OC)cc1OC	-3	0.7	-10	-2	1	8	-2	11	-2
CCN(CC)CCCN1C(=O)c2oc3ccccc3c(=O)c2C1c1cccc(OC)c1OC (stereo not drawn)	-6	0.56	0	1	-5	5	11	6	9
Cc1cccc2cc3c(N)c(C(=O)N4CCOCC4)sc3nc12	-22	-2	0	/	12	/	/	/	5

3 of the compounds above, with each value named.
canonical_smiles: CSc1ncc(Cl)c(C(=O)C(C#N)c2nc3c(C)cc(C)cc3c(=O)[nH]2)n1 (stereo not drawn)
- Hsp90 block = -3
- D1 mod = -0.022
- Cdc25B inh = 8
- AP ELISA ortho = 30
- tolC growth inh = 96*
- CatB mixtures = 3
- CatB inh = 1
- Ec RNAP inh = -1
- MKP-1 inh = ?
canonical_smiles: Cc1occc1C(=O)n1nnc2ccccc21
- Hsp90 block = -3
- D1 mod = -0.49
- Cdc25B inh = -5
- AP ELISA ortho = 11
- tolC growth inh = -6
- CatB mixtures = -3
- CatB inh = 11
- Ec RNAP inh = 7
- MKP-1 inh = 1
canonical_smiles: CC(C)Oc1ccc(/C(O)=C2/C(=O)C(=O)N(CCN3CCOCC3)C2c2ccccc2)cc1 (stereo not drawn)
- Hsp90 block = -2
- D1 mod = /
- Cdc25B inh = 9
- AP ELISA ortho = 19
- tolC growth inh = 4
- CatB mixtures = 2
- CatB inh = -3
- Ec RNAP inh = 12
- MKP-1 inh = -19

Following part
structure	Hsp90 block	D1 mod	Cdc25B inh	AP ELISA ortho	tolC growth inh	CatB mixtures	CatB inh	Ec RNAP inh	MKP-1 inh
CN1C=CC2=C(C#N)C(N)C(C#N)(C#N)C(c3ccccc3)C2C1 (stereo not drawn)	4	-4.4	-8	8	-4	3	2	-1	7
O=C(c1ccc2nc(N3CCOCC3)sc2c1)N1CCC2(CC1)OCCO2	0	0.031	4	-1	-22	1	4	4	-1
CCN(c1ccccc1)c1cc(C)nc2nc(C)nn12	-1	/	-13	4	6	-4	0	0	2
CCC(C)NC(=O)CS(=O)Cc1nc(-c2cccc(C)c2)oc1C (stereo not drawn)	-3	4.5*	-1	2	-5	0	2	5	5
O=C(NCCCc1ccccc1)C1CC(=O)N(c2ccc3c(c2)OCCO3)C1 (stereo not drawn)	-4	/	-8	6	3	5	-5	6	9
CCOC(=O)c1c(C)n(C)c2ccc(O)c(CN(C)C)c12	2	0.45	1	26	0	4	-6	0	5
CCOC(=O)CSc1nnc(-c2ccoc2C)n1-c1ccc(OCC)cc1	-1	3.2	-3	-9	15	3	1	10	-19
COc1ccc(S(=O)(=O)n2nc(OC(=O)c3ccco3)cc2N)cc1	2	-0.76	11	22	-13	67*	78*	5	-1
CC1CCN(C(=O)c2ccc(N(C)S(C)(=O)=O)cc2)CC1	-2	1.6	4	15	-12	-9	2	2	1
CCOC12NC(=O)CC(=O)N1C(c1ccccc1)=CS2 (stereo not drawn)	-4	-1.4	-5	12	-7	1	2	10	2
O=C(Nc1ccccn1)C1(c2ccccc2)CCCC1	-6	-1.6	-5	-9	-2	-7	1	/	8
C=C(C)COc1ccc(-c2nc(N)ncc2Oc2ccccc2OC)c(O)c1	3	/	-3	12	-1	-5	1	4	-29
Cc1ccccc1CN1C(=O)C2(OCCCO2)c2ccccc21	-6	3.6	5	9	25	5	4	1	6
N#Cc1c(N)sc2c1CCCCCC2	-13	5.8*	5	2	27	6	4	6	-4
CN(C)CCCn1c(NC(=O)C2CCCCC2)nc2ccccc21	-3	-2.9	-1	13	-4	3	2	8	-17
COc1ccc(C2=NOC(C(=O)Nc3ccc(C)cc3)C2)cc1OC (stereo not drawn)	-3	21*	7	3	7	0	2	6	25
Cc1ccc(CC2S/C(=C(/C#N)C(=O)NCc3ccco3)N(c3ccccc3)C2=O)cc1 (stereo not drawn)	-5	-1.9	1	6	4	2	7	5	13
O=C(NCC1CCCO1)C1CCN(S(=O)(=O)c2cccc3nonc23)CC1 (stereo not drawn)	-2	/	-7	4	-19	-2	3	7	10
Clc1ccc(OCc2nn3c(-c4ccco4)nnc3s2)cc1	-5	0.16	1	-10	20	2	1	4	1
Cc1ccc(S(=O)(=O)c2cc3c(=O)n4ccccc4nc3n(C)c2=N)cc1	1	5.3*	24	/	10	/	-20	4	-13
CCOC(=O)c1c(C)[nH]sc1=S	-2	/	-26	/	9	/	1	2	-17
COc1cccc(OC)c1OCCOCCn1cnc2ccccc2c1=O	-2	0.1	2	17	2	-3	0	-4	11

CatB inh: what is marked active above
| mol | D1 mod | Cdc25B inh | AP ELISA ortho | CatB mixtures | CatB inh | Ec RNAP inh | MKP-1 inh |
| --- | --- | --- | --- | --- | --- | --- | --- |
| COc1ccc(S(=O)(=O)n2nc(OC(=O)c3ccco3)cc2N)cc1 | -0.76 | 11 | 22 | 67* | 78* | 5 | -1 |

Compounds as they come; 7.6% or so of the library scored in one or more.
